PKA-R2B act = activates the human PKA-R2B holoenzyme complex. P22694+P31323. PKA-R2B holoenzyme dissociation, Cy5-IP20 fluorescence polarization; R2B truncated from residue 108, S112A mutant; 0% DMSO only, 100% 113 µM cGMP. activation, % at 11.4 µM. 340,000 compounds, 0.079% hits. AID 504700;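 active = activation above a cutoff set at the mean over all compounds plus 3 SD, cut at about 18% in these data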;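 also: higher means more holoenzyme dissociation and a rise in polarization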
Target sequence (P31323 whole entry, looked up, other chains not shown, the tested form may be a part): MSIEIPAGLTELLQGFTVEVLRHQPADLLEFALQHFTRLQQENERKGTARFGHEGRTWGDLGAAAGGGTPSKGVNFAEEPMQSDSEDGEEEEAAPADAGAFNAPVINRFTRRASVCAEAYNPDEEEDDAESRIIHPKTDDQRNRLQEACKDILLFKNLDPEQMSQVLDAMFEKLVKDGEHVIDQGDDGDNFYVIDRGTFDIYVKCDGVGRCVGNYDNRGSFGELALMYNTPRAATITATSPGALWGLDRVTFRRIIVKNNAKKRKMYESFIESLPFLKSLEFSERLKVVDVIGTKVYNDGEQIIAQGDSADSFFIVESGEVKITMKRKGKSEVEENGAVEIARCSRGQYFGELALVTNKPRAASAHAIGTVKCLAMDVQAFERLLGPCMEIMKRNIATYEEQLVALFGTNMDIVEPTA
V-ATPase pHluor = yeast V-ATPase proton transport regulation by pHLuorin | S. cerevisiae, pHLuorin cytosolic pH fluorescence | response, % at 10 µM | 350,000 compounds, 0.37% hits | AID 504577; in the data active = response mostly above about 7.3%, no sharp cut-off; inactive = mostly below about 5.4%; also: actives read high; inactives centre near 0; some compounds called inactive have numbers as strong as hits; reference of the scale not given here
OPRM1-OPRD1 ag = agonists of human mu-delta opioid receptor heterodimerization; cells, OPRM1-OPRD1 heterodimerization, luminescence; activation, % at 9.3 µM; 340,000 compounds, 0.3% hits; AID 504326; in the data active = activation above about 18%;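 also: 0% = vehicle-treated cells and 100% = reference agonist; values of inactives mirror those of a sister screen read the other way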
DSG3 Ab inh = human desmoglein-3 autoantibody binding inhibition. P32926. DSG3-coupled beads, scFv-anti-DSG3-GFP binding, flow cytometry; hits give low values. binding (percent of control), % at 10 µM. 310,000 compounds, 0.48% hits;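 active = binding more than 3 SD below its plate's average and above zero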;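 also: hits lower antibody fragment binding to DSG3; some compounds called inactive have numbers as strong as hits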
OPRM1-OPRD1 inv = mu-delta opioid heterodimer inverse agonism | P35372+P41143 | cell-based MOR-DOR heterodimer luminescence | inhibition, % at 9.3 µM | 340,000 compounds, 0.21% hits | AID 504357; in the data active = inhibition above about 22%, passing the limit was not always enough;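 also: 0% = cells with DMSO and 100% = wells without cells with DMSO; values of inactives mirror those of a sister screen read the other way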
DAGLB inhibitor = blocks human DAGLB lipase activity; inhibition, % at 5.17 µM; Q8NCG7; HEK293T DAGLB membrane lysate, EnzChek fluorogenic substrate; 340,000 compounds, 0.059% hits; AID 504411; in the data active = inhibition above about 34%;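 also: 0% = enzyme with vehicle and 100% = wells lacking enzyme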
Target sequence (Q8NCG7 whole entry, looked up): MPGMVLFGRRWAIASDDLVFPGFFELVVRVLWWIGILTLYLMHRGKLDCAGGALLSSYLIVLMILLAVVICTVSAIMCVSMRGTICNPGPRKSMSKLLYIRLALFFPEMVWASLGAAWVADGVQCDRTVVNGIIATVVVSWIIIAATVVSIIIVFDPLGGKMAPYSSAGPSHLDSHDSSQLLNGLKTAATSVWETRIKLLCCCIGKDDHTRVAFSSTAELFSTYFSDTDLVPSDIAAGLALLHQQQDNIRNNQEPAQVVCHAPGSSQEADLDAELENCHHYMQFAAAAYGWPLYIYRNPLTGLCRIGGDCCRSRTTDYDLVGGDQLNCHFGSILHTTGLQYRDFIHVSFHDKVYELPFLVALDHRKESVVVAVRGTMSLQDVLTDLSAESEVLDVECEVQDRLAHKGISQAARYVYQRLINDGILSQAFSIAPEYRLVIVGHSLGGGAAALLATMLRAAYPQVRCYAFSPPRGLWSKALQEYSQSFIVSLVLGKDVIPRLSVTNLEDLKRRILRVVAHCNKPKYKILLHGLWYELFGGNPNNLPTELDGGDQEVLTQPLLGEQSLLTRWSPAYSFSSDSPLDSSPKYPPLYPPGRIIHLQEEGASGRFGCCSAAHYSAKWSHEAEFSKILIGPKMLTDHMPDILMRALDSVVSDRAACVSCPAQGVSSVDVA
Arr AP2 block = inhibitors of human beta-arrestin and AP2 interaction | FITC-arrestin peptide / GST-AP2 beads, flow cytometry; AP2 beta2 appendage carries R879A mutation | inhibition, % at 10 µM | 340,000 compounds, 0.31% hits;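 active = inhibition above a set limit, near 3 SD of compounds lacking own fluorescence, cut at about 54% in these data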;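 also: plate controls were DMSO wells for no effect and 5 µM unlabelled arrestin peptide for full effect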
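Material – AP2 appendage R879A on GSH beads · Buffer or medium – PBS with 0.05% Tween 20 and 0.1% BSA · Probe or stimulus – fluorescein-tagged arrestin peptide at 50 nM final · Incubation – compound with beads 12 min RT, then probe 1 h RT · Detection – high-throughput flow cytometry of beads, ex 488, em 535 nm · Evaluation – percent response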
HTR5A inv ctr = counter-screen for OPRM1-OPRD1 inverse agonists: human HTR5A inverse agonism; P47898; HTR5A cell line, luminescence; inhibition, % at 9.3 µM; 340,000 compounds, 0.083% hits; AID 504634; in the data active = inhibition mostly above about 23%, no sharp cut-off; inactive = mostly below about 18%;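 also: 0% = cells with DMSO and 100% = no-cell wells with DMSO; some compounds called inactive have numbers as strong as hits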
HTR5A ag ctr = HTR5A agonism, opioid heterodimer counter-screen; P47898; HTR5A agonist assay, luminescence, cell-based; activation, % at 9.3 µM; 340,000 compounds, 0.61% hits; AID 504692; in the data active = activation mostly above about 9.5%, no sharp cut-off; inactive = mostly below about 7.6%;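 also: 0% = cells with vehicle only and 100% = reference agonist; strong numbers were not always called active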
PKA-R1A activ = PKA-R1A complex activation | P00514+P68181 | PKA-R1A dissociation, Cy5-IP20 fluorescence polarization; scaled: DMSO 0%, 113 µM cGMP 100% | activation, % at 11.4 µM | 340,000 compounds, 0.083% hits;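 active = percent activation above the mean of all tested compounds plus 3 SD, cut at about 19% in these data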;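 also: higher means more PKAc released from R1A so a rise in polarization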
An asterisk follows results filed as active; . = not tested or not shown.

SMILES	PKA-R2B act	V-ATPase pHluor	OPRM1-OPRD1 ag	DSG3 Ab inh	OPRM1-OPRD1 inv	DAGLB inhibitor	Arr AP2 block	HTR5A inv ctr	HTR5A ag ctr	PKA-R1A activ
O=C(CSc1nnc(-c2ccccc2O)o1)NC1CCCCC1	-2	2	-1.2	.	8	-1	-4	-13	5	7
CC(=O)Nc1cccc(N2C(=O)CC(N3CCC(C(=O)N4CCCCC4)CC3)C2=O)c1 (stereo unspecified)	-4	-2	-1.3	93	6	-3	11	-5	5	-4
Cc1ccc(NC(=O)CC2C(=O)OCC3CCCCN32)cc1Cl (stereo unspecified)	-5	1	-3.6	98	18	-3	36	2	-1	-1
CCOc1ccccc1NC(=O)[C@@H](NC(=O)c1cccc(S(=O)(=O)N2CCOCC2)c1)C(C)C	-10	0	-1.0	99	5	-1	-11	-33	4	-2
COc1cc(C(C(=O)NC(C)(C)C)N(C(=O)CNC(=O)c2cccs2)c2ccc(C(C)C)cc2)cc(OC)c1OC (stereo unspecified)	-12	2	-2.5	105	14	0	0	-5	8	-5
COC(=O)c1ccc(-c2ccc(C(c3c(C)[nH][nH]c3=O)c3c(C)[nH][nH]c3=O)o2)cc1	-23	0	-2.0	90	11	3	16	-6	2	0
CCn1c(=O)n(CC)c2cc(S(=O)(=O)N3CCC(c4ccccc4)CC3)ccc21	5	1	-0.5	106	3	-7	19	17	5	-4
Cc1ccc(C)c(S(=O)(=O)N2CCN(C(=O)Cn3c(=O)cnc4ccccc43)CC2)c1	-9	0	-0.1	109	0	-1	-14	3	1	-11
COc1ccc(CCn2c(SCC(=O)Nc3cc(C)on3)nc3ccccc3c2=O)cc1OC	-8	6	-1.6	101	7	3	2	-30	11	5
CC(C)OCC(O)Cn1c(N2CCCC2)nc2c1c(=O)n(C)c(=O)n2C (stereo unspecified)	8	3	-1.2	115	6	0	9	-2	3	-5
CCN(CC)C(=O)c1[nH]cnc1C(=O)Nc1ccc(C)cc1	-6	2	-1.2	102	7	-6	5	-10	-3	-4
Cc1[nH]c2ccccc2c1CCN(Cc1cccs1)C(=S)NC(C)(C)C	3	-4	0.2	98	-1	2	27	5	-2	3
COc1ccccc1N(CC(=O)NC1CCCCC1)S(=O)(=O)c1cccs1	-6	1	-2.8	93	14	-2	7	17	-5	-1
Fc1ccc(Cn2nnnc2C(c2cccs2)N2CCN(C3CCCCC3)CC2)cc1 (stereo unspecified)	-2	0	-1.2	100	6	2	-6	6	-1	-1
CC(=O)N1CCC(C(=O)c2ccc(Cl)cc2)CC1	-8	2	-2.0	94	11	0	21	-16	-4	-2
O=C(CSc1ccc(-c2ccc(Br)cc2)nn1)NCC1CCCO1 (stereo unspecified)	1	1	-2.7	99	14	2	-4	-5	2	4
COc1ccc(C2=CSC3=NNC4(CCCCC4)NN23)cc1	0	-2	0.9	87	-4	3	-15	-2	1	2
O=c1[nH]cnc2c1sc1nc(-c3ccccc3)c3c(c12)CCCC3	1	-2	-3.2	107	15	-1	15	11	-1	5
N#Cc1ccc(OCC(=O)OCC(=O)c2ccccc2)cc1	12	-2	-0.5	94	2	-4	9	-12	3	13
Clc1cccc(N/N=C/c2ccncc2)c1	2	0	0.7	80	-4	1	9	-5	1	1
Cc1ccc(OCC(=O)NNC(=O)C2CCN(c3ncnc4sc(C)c(C)c34)CC2)cc1	-8	0	-0.7	104	4	0	-2	-7	-2	-5
CCCn1cc(C(CC(=O)O)C(=O)O)c2ccccc21 (stereo unspecified)	2	-1	0.1	101	-1	3	3	-6	2	-5
NC(=O)c1c(N)sc2c1CCCC2	12	3	2.5	96	-12	1	-8	-9	0	-5
CCN(C(=O)Cc1cccs1)c1nnc(-c2cc(OC)c(OC)c(OC)c2)s1	-8	-2	-1.9	101	11	-5	4	-22	6	-10
CCn1c(SCC(=O)Nc2ccc(C)cc2)nc2sc3c(c2c1=O)CCN(C)C3	2	-1	-3.2	100	16	1	15	12	-3	-1
Cc1ccc(C)c(NS(=O)(=O)c2ccc(OCC(=O)NCc3ccco3)cc2)c1	-9	2	-1.0	113	6	-1	-9	-26	0	-6
C=CCN1CN(S(=O)(=O)c2ccc(OC)cc2)c2nc3ccccc3nc21	0	3	-0.8	99	4	-3	-3	-7	1	3
CS(=O)(=O)N(CC(=O)NCc1ccc2c(c1)OCO2)C1CCCCC1	4	1	-0.6	101	3	-1	11	-2	1	-8
CCCCCCn1c(C(C)O)nc2ccccc21 (stereo unspecified)	-12	2	-1.4	98	8	-5	2	-26	8	5
CCOc1ccccc1Nc1ncnc2ccccc12	-10	-1	-2.8	116	16	-4	5	-16	1	-7
O=C(CSc1nnc(CNC(=O)c2cccc(C(F)(F)F)c2)o1)NCC1CCCO1 (stereo unspecified)	9	-5	-2.3	103	13	0	-1	12	1	4
OC(CCCN1CCC(O)(c2ccc(Cl)cc2)CC1)c1ccc(F)cc1 (stereo unspecified)	19*	-4	-0.3	94	2	0	2	-19	4	2
Cc1nc(SCCO)c([N+](=O)[O-])[nH]1	-4	3	-2.7	108	14	0	3	-22	-6	-5
O=C(Nc1ccccc1C(=O)NCCN1CCOCC1)c1cccc([N+](=O)[O-])c1	-7	-4	-2.8	.	14	-1	4	-7	3	4
O=C(O)Cn1c(Cc2ccccc2)nc2ccccc21	-2	1	-2.3	132	12	-2	-4	5	-1	13
COc1cccc2c(=O)c(C(=O)O)c[nH]c12	-4	-2	-1.8	124	11	-2	-7	11	-2	7
Cc1nc2nc[nH]n2c(=O)c1CCOC(=O)c1ccccc1F	1	-2	-1.3	77	7	0	26	-12	5	-9
Cc1cc(C)n2nc(SCC(=O)N3CCN(c4ccc(F)cc4)CC3)nc2n1	0	-1	-4.9	99	18	-3	-6	-2	1	-3
CCOc1ccc(-n2c(=O)cc(N3CCN(c4ccccc4)CC3)[nH]c2=O)cc1	-6	-2	-0.9	111	5	0	3	7	-1	-6
CN(C(=O)CSc1ncnc2ccccc12)C1CCS(=O)(=O)C1 (stereo unspecified)	-1	2	-2.8	.	11	-1	16	2	-1	-10
CCOc1ccc(Cl)cc1CNCCNCCO	0	-2	-0.3	98	2	1	2	-3	-1	-4
S=C(NCCNC(=S)Nc1ccccc1Cl)Nc1ccccc1Cl	6	-3	-0.1	107	1	-3	-6	-12	3	2
Cc1ccc(-n2nnnc2CS(=O)(=O)c2ccccc2)c(C)c1	1	3	-1.3	.	7	2	-7	24	6	-2
COc1cccc(CSc2nnc(-c3ccco3)n2C)c1	-4	-4	-3.5	112	18	-3	9	3	-3	-4
CC1CCN(S(=O)(=O)c2ccc(C(C)C)cc2)CC1	-1	0	6.8	164	-35	-14	17	7	8	-3
Cc1ccccc1NC(=O)CNC(=O)Cc1cccc2ccccc12	-12	0	-0.1	101	1	-1	4	-3	1	-11
Cc1ccc(S(=O)(=O)N2CCN(CC(=O)Nc3ccccc3C(=O)NC3CC3)CC2)cc1	5	-2	-0.9	99	6	0	-2	-12	7	-2
CSCCC(NC(=O)COc1ccccc1)C(=O)N1CCN(c2ccccc2)CC1 (stereo unspecified)	-8	-2	-1.7	99	7	-2	25	-12	5	-5
CCCc1[nH]nc2c1C(c1ccc(OC(=O)N3CCOCC3)cc1)C(C#N)=C(N)O2 (stereo unspecified)	3	1	-0.2	100	1	2	13	4	0	-5
O=C(NCc1ccc2c(c1)OCO2)c1cc(COc2c(F)cccc2F)on1	-7	7	9.9	103	-68	-2	-9	20	-8	6

The final 3 compounds of the section before come first, to join the parts:
SMILES	PKA-R2B act	V-ATPase pHluor	OPRM1-OPRD1 ag	DSG3 Ab inh	OPRM1-OPRD1 inv	DAGLB inhibitor	Arr AP2 block	HTR5A inv ctr	HTR5A ag ctr	PKA-R1A activ
CSCCC(NC(=O)COc1ccccc1)C(=O)N1CCN(c2ccccc2)CC1 (stereo unspecified)	-8	-2	-1.7	99	7	-2	25	-12	5	-5
CCCc1[nH]nc2c1C(c1ccc(OC(=O)N3CCOCC3)cc1)C(C#N)=C(N)O2 (stereo unspecified)	3	1	-0.2	100	1	2	13	4	0	-5
O=C(NCc1ccc2c(c1)OCO2)c1cc(COc2c(F)cccc2F)on1	-7	7	9.9	103	-68	-2	-9	20	-8	6
COc1ccccc1CN1CC(C(=O)N(C)Cc2[nH]c3ccccc3c2C)CCC1=O (stereo unspecified)	13	1	-1.1	102	6	0	0	2	4	1
C[C@H](CO)N1C[C@H](C)[C@@H](CN(C)C(=O)Nc2ccccc2)Oc2ccc(NS(=O)(=O)c3ccccc3)cc2C1=O	-3	1	-2.4	98	14	3	-6	-5	2	0
Cc1ccc(C)c(NC(=S)NC(NC(=O)OCc2ccccc2)C(Cl)(Cl)Cl)c1 (stereo unspecified)	-6	2	6.3	98	-42	-1	33	-25	-5	-9
O=C(CC1S/C(=N/N=C/c2cccs2)NC1=O)Nc1ccccc1F (stereo unspecified)	-7	-2	-0.7	97	4	4	8	-5	2	-20
COc1ccc(CNC(=O)CN(C(=O)c2csnn2)c2cnc3ccccc3c2)cc1	1	6	-0.2	.	1	-1	19	5	3	4
Cn1c(SCC(N)=O)nnc1-c1ccccc1	18	0	-1.7	101	10	0	-4	-19	-1	8
OCCCNc1ncnc2[nH]ncc12	-12	0	-1.9	.	9	2	8	-2	0	2
COc1ccc(/C=C/C(=O)OCC(=O)c2c(N)n(C)c(=O)n(C)c2=O)c(OC)c1	5	-5	-2.1	116	10	-2	5	20	-7	-5
CC(C(=O)Nc1ccc2nccnc2c1)N1C(=O)C2C3C=CC(C3)C2C1=O (stereo unspecified)	-13	2	-1.9	102	10	-1	-1	-23	9	-4
Cc1cc(C)n2nc(SCc3ccc(C#N)cc3)nc2n1	2	-1	-2.1	110	10	-2	21	-17	5	-5
O=C(COC(=O)Cc1ccc(Br)cc1)NC1CC1	6	1	-0.8	99	3	-2	-5	-14	-1	-15
Cc1cccc(NC(=O)c2ccc(NS(=O)(=O)c3c(C)noc3C)cc2)c1	-13	1	-0.5	76	3	0	-5	-4	0	-19
C=C1CC(C(=O)N/N=C/c2ccccc2)C1	-6	2	-0.3	.	2	2	5	11	1	3
O=C(NCc1ccco1)c1cccc2c1C(=O)c1ccc(N3CCC(N4CCCCC4)CC3)cc1S2(=O)=O	6	-4	.	113	.	-4	.	.	.	20*
NC(=NCc1ccco1)NC(=O)c1ccc(Cl)cc1	-7	-1	2.8	122	-23	0	20	-19	-1	-12
O=C(NCc1cccnc1)C(=O)NCC1OCCN1S(=O)(=O)c1ccc(Cl)cc1 (stereo unspecified)	1	9	-0.5	99	3	3	10	-4	1	-2
O=C1NC2(CCCCC2)N(C(=O)c2ccccc2)C2=C1CCCC2	-3	0	-3.1	101	16	-1	-5	9	-3	3
COc1ccc(S(=O)(=O)N(C)C[C@H]2Oc3c(NC(=O)Cc4ccccc4)cccc3C(=O)N([C@H](C)CO)C[C@@H]2C)cc1	-12	-3	-1.0	95	5	-4	31	-18	-2	8

Bioassay records as filed in PubChem BioAssay.
